# CASP6 VEID inh – inhibitors of human caspase-6. P55212. inhibition, % at 12.5 µM. purified caspase-6, Z-VEID-R110 cleavage fluorescence. hit rate 0.53% among 350,000. AID 686996;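 active means mean inhibition across replicates at least about 35%, with every replicate also reaching that limit, limit read from the data; inconclusive means only one of the two criteria met; inactive means neither criterion met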;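 further: 0% = median of neutral control wells and 100% = no fluorescence left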
# Target sequence (P55212 24-179 limits assumed): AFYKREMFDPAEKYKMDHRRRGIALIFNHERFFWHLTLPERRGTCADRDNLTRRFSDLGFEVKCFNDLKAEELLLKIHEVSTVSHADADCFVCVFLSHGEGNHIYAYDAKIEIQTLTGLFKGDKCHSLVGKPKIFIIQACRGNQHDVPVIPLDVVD
# Target sequence (P55212 194-293 limits assumed): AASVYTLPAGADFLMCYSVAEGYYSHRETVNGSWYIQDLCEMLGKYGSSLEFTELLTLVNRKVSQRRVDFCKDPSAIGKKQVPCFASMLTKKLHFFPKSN
# LGR2 antag – blocks bursicon-induced cAMP signaling via Drosophila LGR2; AID 720647; inhibition, % at 9.99 µM; hit rate 0.35% among 380,000; HEK293 LGR2, CRE-luciferase, bursicon-stimulated, 4 h;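 active means drop in luminescence signal, shown as inhibition above about 50% in the replicate tests, limit read from the data, passing the limit was not always enough; inconclusive means probably only some replicates passing the limit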;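 further: agonist challenge used bursicon conditioned medium at about half maximal strength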
# SIRT5 inh – blocks human SIRT5 desuccinylation of peptide | Q9NXA8 | hit rate 1.1% among 330,000 | Purified SirT5, succinyl-peptide AMC, trypsin-coupled fluorescence | inhibition, % at 15 µM; in the data active means inhibition above about 15%; inconclusive means no clear call, values can overlap the other calls
# Target sequence (Q9NXA8 whole entry, looked up): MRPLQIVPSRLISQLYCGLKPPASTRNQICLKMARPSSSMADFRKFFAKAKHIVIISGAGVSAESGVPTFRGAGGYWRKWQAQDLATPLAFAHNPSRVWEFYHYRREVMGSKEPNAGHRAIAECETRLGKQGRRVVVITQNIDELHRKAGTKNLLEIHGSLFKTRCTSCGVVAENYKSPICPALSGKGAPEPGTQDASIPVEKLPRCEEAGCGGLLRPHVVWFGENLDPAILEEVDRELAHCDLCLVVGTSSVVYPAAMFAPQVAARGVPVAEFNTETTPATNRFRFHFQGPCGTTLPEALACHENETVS
# FN deposit inh – fibronectin deposition inhibition. AH1F fibroblasts, Alexa488-fibronectin deposition fluorescence, overnight. inhibition, % at 12.6 µM. hit rate 0.086% among 350,000;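 active means mean inhibition across replicates of 30% or more, regardless of how many single replicates reach that level; inconclusive means mean under 30% yet at least half of replicates reach 30%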;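 further: positive control wells lacked labelled fibronectin entirely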
#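 Measured by – fluorescence 485/525 nm · System – AH1F fibroblast monolayer, labelled fibronectin deposition · Amount – 10000 cells per well · Buffer or medium – serum-reduced DMEM (2% serum) · Doses – single dose, pinned · Also added – fluorescent fibronectin at 24 nM final · Schedule – 1 h cell attachment, overnight exposure to compound and label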
# C2C12 statin – suppression of simvastatin myotoxicity; C2C12 myotubes + simvastatin, ATP luminescence, 48 h; scaled: DMSO 0, geranylgeraniol control 100; rescue of ATP level, % at 7.49 µM; hit rate 0.78% among 330,000; AID 602340;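 active means mean ATP rescue above about 67%, or every replicate alone reaching that limit, limit read from the data, passing the limit was not always enough; inconclusive means no clear call, values can overlap the other calls; inactive means mean under the limit and some replicate under it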;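 further: myotubes were challenged with 10 µM simvastatin during compound exposure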
# esBAF inh – inhibitors of esBAF chromatin remodeling in mouse ES cells; Bmi1-luciferase knock-in reporter, 24 h; 100% = twice the neutral-well signal; hit rate 2% among 350,000; AID 602393; reporter increase, % at 12.5 µM; in the data active means activation above about 40%; inconclusive means no clear call, values can overlap the other calls;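 further: 0% = median of the plate's neutral control wells and 100% = double that signal; a rise in the Bmi1 reporter signal indicates esBAF inhibition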
# S100A4 MyoIIA – blocks human S100A4 binding to myosin IIA peptide; inhibition, % at 10.7 µM; hit rate 0.14% among 360,000; P26447; S100A4/TAMRA-MyoIIA peptide fluorescence polarization; AID 652163;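 active means mean inhibition of at least 70% across replicates, with every replicate also reaching that level; inconclusive means mean inhibition reaches 70% but some replicates fall short; inactive means mean inhibition below 70%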
# Target sequence (P26447 whole entry, looked up): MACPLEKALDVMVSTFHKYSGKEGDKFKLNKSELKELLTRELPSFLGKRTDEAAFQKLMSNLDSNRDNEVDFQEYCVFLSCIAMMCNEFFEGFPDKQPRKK
#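 Material: human S100A4 monomer with TAMRA-labelled myosin IIA peptide; buffer or medium: HEPES pH 7.2 with CaCl2, KCl, NaCl, DTT, Triton; compound dosing: one concentration per compound; schedule: 5 min incubation before reading; benchmarks: neutral control DMSO, positive control TFP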
# Active calls of the source: *; ? = inconclusive; . = no result given. Only part of the results is shown; the hit share may differ from the screen's.
SMILES,CASP6 VEID inh,LGR2 antag,SIRT5 inh,FN deposit inh,C2C12 statin,esBAF inh,S100A4 MyoIIA
N#Cc1ccc(NC(=O)CNc2cc(S(=O)(=O)N3CCOCC3)ccc2NCC2CCCO2)cc1 (configuration not stated),0,18,-4,-9,-1,1,-24
CC1(C)CC(=O)C(C2=NC(C)(C)Cc3ccccc32)=C(O)C1,.,15,.,5,47,3,-11
COc1ccccc1Cc1c(-c2cccc(Cl)c2)nc2ccc(Br)cn12,7,-64,-2,-15,-28,42*,-20
Cc1ccc(-n2cc(CNCCN3CCOC3=O)c(-c3ccc(F)cc3)n2)cc1,-1,11,3,-14,.,4,-7
Cc1noc(C)c1S(=O)(=O)N(C)C[C@@H]1Oc2ccc(NS(=O)(=O)c3cn(C)cn3)cc2CC(=O)N([C@@H](C)CO)C[C@H]1C,-2,7,0,-2,-11,3,-3
C[C@H](O)[C@@H]1C(=O)N2CCc3c([nH]c4ccccc34)[C@@H]2C[C@@H]1N(C)C(=O)Nc1cccc2ccccc12,82*,-25,-3,-12,3,2,-6
O=C(CCl)NN=C(c1ccccc1)c1ccccc1,2,-9,1,-9,.,.,2
C[C@H](CO)N1C[C@H](C)[C@H](CN(C)Cc2ccc(C(=O)O)cc2)Oc2ccc(NC(=O)CCC(F)(F)F)cc2CC1=O,-1,0,-2,.,-11,5,-9
OC[C@H]1O[C@@H](n2cnc3c(NC4CCCC4)ncnc32)[C@H](O)[C@@H]1O,.,.,-4,-2,-2,-2,-13
COc1ccc(CNC(=O)Cn2c(=O)n(CC(=O)N3CCCCC3)c(=O)c3sccc32)cc1,1,4,-2,-3,-5,-4,1
COc1ccc(C2=NOC(C(=O)Nc3ccc4c(c3)OCO4)C2)cc1OC (configuration not stated),9,-12,1,5,8,7,3
CCNC(=O)NC1(C(=O)Nc2ccc3c(c2)CCC3)CCCCC1,.,.,.,3,7,-6,.
CCC(=O)Nc1ccc2c(c1)C(=O)N(C)C[C@@H](OC)[C@H](C)CN(CCC(F)(F)F)[C@@H](C)CO2,0,2,2,-7,14,5,-5
Cc1ccc(C)c(OCc2cc(C(=O)N3CCOCC3)no2)c1,3,-36,-3,24,32,50*,4
CC(=O)Nc1ccc(NC(=S)NC(=O)/C=C/c2ccc(Cl)cc2)cc1,0,-10,-1,-11,.,.,-3
Cc1cnc(C(=O)Nc2ccc(OC(F)(F)F)cc2)cn1,-2,10,2,-8,-25,44*,5
O=C(COc1ccc2ccccc2c1)Nc1ccc2c3c(cccc13)CC2,1,6,-3,-5,.,.,-15
Cc1noc(C)c1S(=O)(=O)Nc1ccc2c(c1)C(=O)N([C@@H](C)CO)C[C@H](C)[C@H](CN(C)Cc1ccc(C(=O)O)cc1)O2,0,6,-10,.,-5,4,4
CCN1CCC2(CC1)N=C(c1ccc(F)cc1)C(=S)N2,-2,24,0,.,.,.,1
COc1ccccc1NC(=O)CCCNC(=O)Cn1cnc2sc(C)c(C)c2c1=O,3,4,-4,0,28,0,-1
CC(C)OCCCNC(=O)CN1CCN(Cc2ccc(Cl)cc2)C1=O,1,6,-3,2,1,-1,-6
O=C(Cc1cccs1)Nc1cccc(-c2nc3ccccc3o2)c1,.,.,.,12,-7,7,.
COc1ccc([C@@H]2CC=C(C(=O)O)[C@H](c3ccc(F)cc3)N2S(=O)(=O)c2ccccc2C)cc1,0,.,-10,18,0,2,-3
COc1ccc2[nH]c(=O)c(CN(C(C)=O)c3cccc(C)c3)cc2c1,.,.,.,1,10,2,.
Cc1ccc(-c2cc3c(n2-c2ccc(C(=O)O)cc2)CCCC3=O)cc1,.,-43,.,4,7,34,.
O=S(=O)(Nc1ccccn1)c1cnc(Cl)c(Br)c1,1,15,-4,-6,.,.,-3
CC(C)NCC(O)c1ccc(O)c(O)c1 (configuration not stated),-10,2,-1,6,5,1,1
O=C(OC1CCCCC1)c1cc2ccccc2oc1=O,-2,-47,2,-5,6,3,-4
C[C@H](CO)N1C[C@H](C)[C@H](CN(C)C(=O)Nc2ccc3c(c2)OCO3)OCCCC[C@H](C)Oc2ccc(NS(=O)(=O)c3cn(C)cn3)cc2C1=O,-2,1,0,.,.,2,1
COc1ccc(NC(=O)Cc2c(F)cccc2Cl)cc1,-1,-26,.,-30,6,36,1
Cc1noc(C)c1COC(=O)c1cccc(S(=O)(=O)N2c3ccccc3CC2C)c1 (configuration not stated),1,.,3,.,-8,18,1
Cc1nnsc1Sc1ccccn1,-2,?,.,-5,.,.,-16
CC(C)(C)CC(C)(C)NC(=O)Nc1cccc([N+](=O)[O-])c1,4,22,-2,0,-4,12,-2
CCOc1ccc2nc(NS(=O)(=O)c3ccc4c(c3)n(C)c(=O)n4C)sc2c1,2,.,9,-5,.,-3,-1
C[C@@H]1CN([C@H](C)CO)C(=O)c2cc(NC(=O)CCCN(C)C)ccc2O[C@H]1CN(C)S(=O)(=O)c1cccs1,-2,1,3,.,-9,-3,5
Cc1ccccc1S(=O)(=O)N(C)C[C@H]1OCc2ccccc2-c2ccccc2C(=O)N([C@H](C)CO)C[C@H]1C,-2,7,3,8,8,-2,-25
NS(=O)(=O)c1ccc(N2CCCCCC2)c([N+](=O)[O-])c1,-3,7,0,.,.,.,-2
Cc1ccc(S(=O)(=O)N2CCN(C(=O)C(C)Cn3nc(C)c(C)c3C)CC2)cc1C (configuration not stated),-1,-4,-3,-6,-3,12,-2
Nc1ccccc1OCCOc1ccccc1N,-3,-18,1,-2,8,11,-5
O=C(CSc1ncnc2sccc12)Nc1ccc(S(=O)(=O)N2CCOCC2)cc1,4,30,0,0,-8,-7,-5
CCc1cccc(CC)c1NC(=S)NC(C)c1ccccc1 (configuration not stated),0,-3,3,-8,.,.,0
COc1ccc(OCC(=O)Nc2ccc(N3CCN(C(=O)c4ccccc4C)CC3)cc2)cc1,1,22,-2,-3,16,-6,1
Cc1ccc(C)c(Nc2cc(C)nc3ncnn23)c1,-4,-5,0,6,5,-13,1
CCC(=O)N1[C@H](CO)[C@@H]2c3ccccc3N(C(=O)Nc3ccc(Cl)cc3)C[C@@H]21,1,-5,0,1,-22,1,1
CSc1ncccc1C(=O)NCC(c1ccco1)N1CCCCC1 (configuration not stated),-6,0,-3,-5,9,-4,-21
Cc1nc2c(C(=O)N3CCN(c4ccccn4)CC3)cnn2c(C)c1Cc1cccc(Cl)c1,.,10,.,-1,35,-7,.
CCCNC(=O)N1[C@H](CO)[C@H](c2ccc(C#Cc3cccc(F)c3)cc2)[C@@H]1C#N,8,-1,1,2,.,.,-2
Cc1cc(C)c(C(=O)NC2CCCc3c2cnn3-c2ccc(C)c(C)c2)c(=O)[nH]1 (configuration not stated),3,-6,-3,2,-1,6,0
CC(=O)Nc1cnc(-c2ccccc2O)cn1,1,4,-2,5,-5,14,-17
C[C@H](CO)N1C[C@H](C)[C@H](CN(C)C(=O)C2CCCCC2)Oc2ncc(C#CC3CCCCC3)cc2C1=O,-3,10,-1,3,-5,0,-8
# (list continues)
SMILES,CASP6 VEID inh,LGR2 antag,SIRT5 inh,FN deposit inh,C2C12 statin,esBAF inh,S100A4 MyoIIA
O=C(CN1C(=O)c2cccnc2Oc2ccc(Cl)cc21)NC1CCCCCC1,1,-4,-6,-12,-11,14,-1
COc1ccc(CCC(=O)NC2CCC(C)CC2)cc1 (configuration not stated),9,-6,-3,-13,0,0,3
CC(=O)c1ccc(N2CCN(S(=O)(=O)c3c(C)[nH]c(C)c3C(=O)N3CCCCC3)CC2)cc1,5,6,-1,2,8,10,-2
CCN(CC(=O)Nc1ccccc1C(F)(F)F)C(=O)c1ccc(N2C(=O)CCC2=O)cc1,2,6,-1,-4,8,-1,-12
C[C@H](NC(=O)C1CC(=O)N(c2ccc3c(c2)OCCO3)C1)C(=O)N1CCCCC1 (some centres not stated),0,10,-3,8,-14,0,-2
COc1cc(/C=N/Nc2snc(SC)c2C#N)ccc1O,.,.,.,5,-50,60*,.
COC(=O)C1=COC(OC2OC(CO)C(O)C(O)C2O)C2C1C=CC2(O)CO (configuration not stated),48*,.,0,.,12,-2,0
COc1ccc(S(=O)(=O)Nc2ccc3c(c2)CC(=O)N([C@H](C)CO)C[C@H](C)[C@H](CN(C)S(=O)(=O)c2ccccc2)O3)cc1,.,3,.,.,-8,0,.
COc1ccccc1C(=O)Nc1ccc2c(c1)OC[C@@H](C)NC[C@H](C)[C@H](OC)CN(C)C2=O,-1,-29,1,-5,1,-6,2
CSc1ncccc1C(=O)N1CCN(S(=O)(=O)c2ccc(C)cc2)CC1,0,5,1,7,9,2,-28
COc1cc2oc3ccc(C#Cc4ccc(N)cc4)cc3c(=O)c2cc1OC,0,-74,.,-5,8,28,-12
CC(C)C#Cc1ccc([C@@H]2[C@H](C#N)N(C(=O)C3CCC3)[C@H]2CO)cc1,-1,-7,-5,10,-24,11,-4
Cc1cc(NC(=O)CSc2nccn2-c2ccc([N+](=O)[O-])cc2)no1,3,-10,0,-3,3,-1,-7
O=C(NCc1ccc2c(c1)OCO2)c1ccc(CSCc2cccc(Cl)c2)o1,0,0,2,-2,5,-3,-6
Cc1cc(NC(=O)c2ccc([N+](=O)[O-])cc2Cl)no1,4,-7,-1,-11,-4,26,1
CN(C)C(=O)c1ccc(-c2ccc([C@@H]3[C@@H](CO)N4CCCCN(CCC(F)(F)F)C[C@@H]34)cc2)cc1,2,-6,2,.,4,1,-5
CCCCN(C(=O)c1ccc(N(C)S(=O)(=O)c2ccc(C)cc2)cc1)c1c(N)n(CC(C)C)c(=O)[nH]c1=O,-1,-6,-3,4,-10,-7,0
Cc1cc(C)n2nc(C(=O)OCC(=O)N(Cc3ccccc3)C(C)C)nc2n1,0,-13,-5,-2,13,-5,2
C[C@H]1CN([C@@H](C)CO)C(=O)Cc2cc(NC(=O)Cn3cnnn3)ccc2O[C@H]1CN(C)Cc1ccccc1,-3,-12,-1,.,9,-1,-4
CC(C)CCn1c(CN2CCN(c3cccc(Cl)c3)CC2)nc2c1c(=O)n(C)c(=O)n2C,0,-78,5,-15,-6,-2,6

# Continued; it opens with the 3 that closed the last part.
SMILES,CASP6 VEID inh,LGR2 antag,SIRT5 inh,FN deposit inh,C2C12 statin,esBAF inh,S100A4 MyoIIA
Cc1cc(C)n2nc(C(=O)OCC(=O)N(Cc3ccccc3)C(C)C)nc2n1,0,-13,-5,-2,13,-5,2
C[C@H]1CN([C@@H](C)CO)C(=O)Cc2cc(NC(=O)Cn3cnnn3)ccc2O[C@H]1CN(C)Cc1ccccc1,-3,-12,-1,.,9,-1,-4
CC(C)CCn1c(CN2CCN(c3cccc(Cl)c3)CC2)nc2c1c(=O)n(C)c(=O)n2C,0,-78,5,-15,-6,-2,6
CN(C)C(=O)[C@@H]1[C@@H](CO)[C@@H]2Cn3c(ccc(-c4cccc(F)c4)c3=O)[C@H]1N2CCc1ccccc1,-1,-5,-3,.,-6,6,-18
Cc1sc2ncnc(Nc3ccccc3)c2c1C,.,.,.,5,3,7,.
N#C[C@@H]1[C@@H](c2ccc(-c3cccc(F)c3)cc2)[C@H](CO)N1C(=O)c1cccnc1,2,-30,3,2,-3,-4,-2
COc1ccc(C(=O)N[C@H](C(=O)NCCCn2nc(C)cc2C)C(C)C)cc1,0,-3,-5,-3,5,-2,-1
O=C(C[C@@H]1C[C@@H]2c3cc(NC(=O)C4CCOCC4)ccc3O[C@@H]2[C@H](CO)O1)NCc1cccc(F)c1,3,7,2,-10,4,3,2
Cc1cc(N2CCN(C)CC2)nc2ccc(NC(=O)c3cccnc3Cl)cc12,.,.,.,-2,-7,-4,.
COc1ccc(/C=N\NC(=O)c2ccc(Cn3cc(Br)c([N+](=O)[O-])n3)o2)c(OC)c1C,-4,.,-3,17,.,.,-8

# High-throughput results deposited in PubChem BioAssay by Broad Institute.
